# PrPC surface inh – reduces human prion protein on the cell surface; cell surface PrPC, TR-FRET read-out; inhibition, % at 13.8 µM; 0.43% of 370,000 active; in the data active = inhibition above about 24%; also: 0% = median of the test wells and 100% = reference compound wells
# An asterisk follows results filed as active.
smiles | PrPC surface inh
CSCCC(C(=O)NC1CCCC1)n1c(-c2ccncc2)nc2ccccc21 (stereo not drawn) | 2.0
COc1ccccc1C(=O)NC1CCCCN(Cc2ccccc2C)C1=O (stereo not drawn) | 10.9
CCCCCCCCN1C(=O)[C@@H](CC(=O)NCC23CC4CC(CC(C4)C2)C3)C[C@@]2(C(=O)OC)C1=C[C@H](C(C)C)O[C@@H]2C1CC1 | -6.8
COC(=O)C1=C(C)N(Cc2ccccc2C(F)(F)F)C(=NCc2ccc(C(F)(F)F)cc2)NC1CCc1ccccc1 (stereo not drawn) | -2.1
C[C@H]1COc2cc(N3CCCCC3)ccc2S(=O)(=O)N1 | 9.0
Cc1ccc(OCc2nnc(SCC(=O)c3ccc4ccccc4c3)n2-c2ccc(Cl)cc2)cc1 | -1.6
Cc1cccc(-c2cccc3c4c([nH]c23)[C@@H]2C[C@H](N(C)C(=S)NCCc3ccccc3)[C@H]([C@H](C)O)CN2CC4)c1 | -4.0
CCCN(CC1CC1)c1nc(C)nc2c1nnn2Cc1ccccc1 | 6.5
O=C(OC12CCCN(C1)/C(=C/c1cccnc1)C2)c1ccco1 (stereo not drawn) | 0.5
CCOC(=O)C1=C(C(=O)OCC)C2N(Cc3ccc(Br)cc3)c3ccccc3[C@@]23C[C@@H](C(=O)OC)N(S(=O)(=O)c2ccc(F)cc2)C3=N1 (stereo partly drawn) | -1.6
C#Cc1cccc(OC[C@@H](O)CN2CCC(C(O)(c3ccccc3)c3ccccc3)CC2)c1 | -19.6
CC(C)(C)C1=Nn2c(nnc2-c2ccc(C(C)(C)C)cc2)SC1 | -1.3
COC(=O)c1cc2c(c3c4cc(C)ccc4n(S(=O)(=O)c4ccc(C)cc4)c13)C(=O)N(Cc1ccccc1OC)C2 | 4.3
COc1ccc2ccccc2c1-c1c(C(=O)c2ccc(Br)cc2)[nH]c(N)c1C(=O)NC1CCCCC1 | 7.1
COc1cccc(CNC(=O)[C@H]2CCCN2C(=O)C2CCCN2C(=O)c2ccc(OC)c(F)c2)c1 (stereo partly drawn) | -1.7
Cn1cccc1C(=O)N1CCN(S(=O)(=O)c2ccc(Br)s2)CC1 | 8.1
C[C@@H]1ON(C)[C@H]2C[C@H]3c4cc(-c5ccc(F)cc5)ccc4CCN3C[C@@H]12 | -8.8
COC(=O)[C@]12C[C@H](CC(=O)NCc3cccc4ccccc34)C(=O)N(Cc3cccc4ccccc34)C1=C[C@H](C(C)C)O[C@@H]2C1CC1 | 7.7
O=C(CSc1nnc(COc2ccccc2)n1-c1ccc(Cl)cc1)Nc1ccc2c(c1)OCO2 | 9.3
COC(=O)c1c(NC(=O)CN2CCC(C)CC2)c2c(C)cccc2n1C | 4.3
O=S1(=O)c2ccc(Br)cc2OC[C@@H](Cc2ccccc2)N1Cc1cn(Cc2ccc(C(F)(F)F)cc2)nn1 | -5.4
CC(=O)N1CCc2cc(Br)c(S(=O)(=O)NCc3ccc(Cl)cc3)cc21 | -2.1
COC(=O)[C@]12C[C@H](CC(=O)NCC34CC5CC(CC(C5)C3)C4)C(=O)N(Cc3ccco3)C1=C[C@H](C1CCCC1)O[C@@H]2C | 6.0
CC(=O)c1cc(-c2ccc(Cl)c(C(F)(F)F)c2)c(=O)n2c1CCC2 | 4.3
CC(C)(C)NC(=O)C(C1CC1)n1c(=O)c(-c2cc3ccccc3[nH]2)nc2ccccc21 (stereo not drawn) | 5.1
CC1CC(C)CN(C(=O)C2CCN(c3cncnc3)CC2)C1 (stereo not drawn) | 1.2
CN(C)c1ccc(-c2nn3c(-c4ccco4)nnc3s2)cc1 | -0.4
CC(C)C(NC(=O)OCc1ccccc1)P(=O)(Oc1ccccc1)Oc1ccccc1 (stereo not drawn) | -4.5
CCOC(=O)[C@]12CCCC=C1N(Cc1ccccc1)C(=O)[C@H](CC(=O)NCc1ccccc1)C2 | -7.4
Cc1cccc(C)c1NC(=O)C1C(c2ccc3c(c2)OCO3)=Nc2ccccc2N1C(=O)c1cccc2ccccc12 (stereo not drawn) | 12.8
COc1ccc(CNC(=S)OC2CCC23CCC(c2ccccc2)CC3)cc1 (stereo not drawn) | 16.9
C#CCN1CC(N(C)CCOC(=O)c2ccc(F)cc2)CS1(=O)=O (stereo not drawn) | 3.7
Nn1c(SCC(=O)Nc2ccccc2-c2ccccc2)nnc1-c1cc(-c2ccc(Cl)cc2)n[nH]1 | -4.2
CC(=O)C1(C(=O)Nc2nccs2)CC(c2ccccc2C(F)(F)F)=NO1 (stereo not drawn) | -0.8
O=C(CN1CCN(c2nc(-c3ccccc3)cs2)CC1)Nc1ccc(F)cc1F | 1.6
CCn1c2ccccc2c2cc(NC(=O)CSc3nnc(-c4ccccc4)n3Cc3ccco3)ccc21 | 1.6
C#CCCCN([C@H](C(=O)OC)C(C)C)S(=O)(=O)c1ccccc1Br | -0.4
CN(C(=O)c1c(Br)cnn1C)C12CC3CC(CC(C3)C1)C2 | -0.7
Cc1cccc(Cn2cc(CN3CC(N(C)CCOC(=O)c4cc(C)cc(C)c4)CS3(=O)=O)nn2)c1 (stereo not drawn) | -1.1
C[C@H]1CCC[C@@H](O)CC(=O)c2c(O)cc(O)cc2CC(=O)O1 | 1.8
O=S1(=O)CCSC[C@@H](CN2CCN(c3ccccc3)CC2)N1 | 3.0
C=CCn1c(Cc2cccs2)nnc1SCC(=O)Nc1ccc(C)cc1 | 3.5
COc1ccc(C2=Nc3ccccc3N(C(=O)Cc3cc(OC)cc(OC)c3)C2C(=O)NC(C)(C)C)cc1 (stereo not drawn) | -3.2
C[C@H]1[C@@H](O)CC[C@@]23CCCN2C(=O)CCC[C@@H]13 | 0.8
N[C@H]1CC[C@@H]2SC[C@@H](C(=O)O)N2C1=O | 3.8
CCCCNC(=O)C(NC(=O)c1ccc(C(F)(F)F)cc1)C(=O)c1ccccc1 (stereo not drawn) | 4.5
CC(C)c1ccc(Oc2cccc3c2S(=O)(=O)N([C@H](C)c2ccccc2)C[C@@H](COCc2ccccc2)O3)cc1 | 2.7
C[C@@H]1OC(C2CCCCC2)N(C)[C@H]2C[C@H]3c4cc(N5CCOCC5)ccc4CCN3C[C@@H]12 (stereo partly drawn) | -0.9
COc1ccc(-c2noc(C3CCCN(C(=O)Nc4ccc(C)c(F)c4)C3)n2)cc1 (stereo not drawn) | -0.9
CCOC(=O)c1ccc(NC(=O)CSc2nnc(-c3cc(-c4ccccc4)n[nH]3)n2N)cc1 | 0.5

# Continued; it opens with the 3 that closed the last part.
smiles | PrPC surface inh
C[C@@H]1OC(C2CCCCC2)N(C)[C@H]2C[C@H]3c4cc(N5CCOCC5)ccc4CCN3C[C@@H]12 (stereo partly drawn) | -0.9
COc1ccc(-c2noc(C3CCCN(C(=O)Nc4ccc(C)c(F)c4)C3)n2)cc1 (stereo not drawn) | -0.9
CCOC(=O)c1ccc(NC(=O)CSc2nnc(-c3cc(-c4ccccc4)n[nH]3)n2N)cc1 | 0.5
CC(C)(C)OC(=O)n1ccc2ccc(-c3ccc4cc[nH]c4c3)cc21 | -3.7
CC(C)C(=O)OCCCN1C(=O)CCC12CCC(c1ccccc1)CC2 (stereo not drawn) | -0.9
Cc1cc(NC(=O)CCc2c[nH]c3ccccc23)ccc1Oc1cccnc1 | -2.5
COc1ccc2c(c1)CN1C(=O)N(CC(C)C)S(=O)(=O)CC21 (stereo not drawn) | -6.2
Cc1cc(Nc2ccc(Cl)c(C(F)(F)F)c2)cc(=O)n1-c1ccc(Cl)c(C(F)(F)F)c1 | 5.0
COC(=O)[C@]12C[C@H](CC(=O)NCc3ccc(C)o3)C(=O)N(CCc3ccc(OC)c(OC)c3)C1=C[C@H](C(C)(C)C)O[C@@H]2C | -4.0
COC(=O)[C@]12C[C@H](CC(=O)NCCc3ccccc3OC)C(=O)N(CCc3ccc(OC)c(OC)c3)C1=C[C@H](C(C)C)O[C@@H]2C1CC1 | -3.5
CCOC(=O)CC1(O)CSc2nc(N)cc(=O)n21 (stereo not drawn) | 8.2
C=CCn1c(SCC(=O)OC(C)C)nnc1-c1ccc(C)cc1 | -2.8
Nn1c(SCC(=O)Nc2ccc(S(=O)(=O)Nc3nccs3)cc2)nnc1-c1ccco1 | 1.4
COC(=O)c1cccc(Cn2ccc3ccc(-c4ccc5ccn(C(=O)c6ccccc6OC)c5c4)cc32)c1 | 8.3
COc1cccc(NC(=O)C2CCCN2C(=O)NCc2ccccc2OC)c1 (stereo not drawn) | -0.9
COC(=O)C1=C(C)N(Cc2ccccc2C(F)(F)F)C(=NCc2ccc3c(c2)OCO3)NC1c1ccccc1 (stereo not drawn) | -12.1
C=CCN(C(=O)[C@@H](C)[C@@H](O)c1ccc(Cl)cc1)c1ccccc1 | 8.1
O=C(Nc1ccncc1)c1cc(-c2ccc(Cl)cc2)nc2ccccc12 | -20.7
Cc1ccc(N2CCN(/N=C\c3cccnc3)CC2)cc1 | 4.8
COC(=O)C[C@@H]1C=C[C@@H](NS(=O)(=O)c2ccccc2OC)[C@@H](CO)O1 | -0.3
O=C(OCC#CCSc1nnc(-c2cccc3ccccc23)o1)c1ccc(OC(F)F)cc1 | -5.4
COC(=O)[C@H]1C[C@@]2(N3CCCC3)c3ccccc3N[C@H]2N1S(C)(=O)=O | -2.5
COC(=O)c1cc2c(c3c4cc(C)ccc4n(S(=O)(=O)c4ccc(OC)cc4)c13)C(=O)N(Cc1ccc(C(F)(F)F)cc1)C2 | -1.8
CCOC(=O)c1csc(NC(=O)C2CCCN(S(=O)(=O)c3ccccc3)C2)n1 (stereo not drawn) | 5.8
C[C@@H]1[C@@H](c2ccccc2)OC(O)([C@H](Cc2ccccc2)NC(=O)OC(C)(C)C)CN1C (stereo partly drawn) | -4.3
O=C1c2[nH]nc(-c3ccccc3)c2C(c2ccccc2)N1c1ccccc1 (stereo not drawn) | 12.4
COCc1[nH]nc2c1C(c1ccccc1)N(c1ccccc1)C2=O (stereo not drawn) | -4.0
CC(=O)c1cc(-c2ccc(Cl)c(Cl)c2)c(=O)n2c1CCC2 | -2.1

# The last six records of the part above are carried over, then new ones follow.
Molecule | PrPC surface inh
COC(=O)c1cc2c(c3c4cc(C)ccc4n(S(=O)(=O)c4ccc(OC)cc4)c13)C(=O)N(Cc1ccc(C(F)(F)F)cc1)C2 | -1.8
CCOC(=O)c1csc(NC(=O)C2CCCN(S(=O)(=O)c3ccccc3)C2)n1 (stereo not drawn) | 5.8
C[C@@H]1[C@@H](c2ccccc2)OC(O)([C@H](Cc2ccccc2)NC(=O)OC(C)(C)C)CN1C (stereo partly drawn) | -4.3
O=C1c2[nH]nc(-c3ccccc3)c2C(c2ccccc2)N1c1ccccc1 (stereo not drawn) | 12.4
COCc1[nH]nc2c1C(c1ccccc1)N(c1ccccc1)C2=O (stereo not drawn) | -4.0
CC(=O)c1cc(-c2ccc(Cl)c(Cl)c2)c(=O)n2c1CCC2 | -2.1
O=C(CCn1nnc2ccccc21)N1CCN(c2ccc(F)cc2)CC1 | -0.2
CSCCC(C(=O)Nc1c(C)cccc1C)n1c(-c2ccc(C(F)(F)F)cc2)nc2ccccc21 (stereo not drawn) | -0.8
COC(=O)[C@]12C[C@H](CC(=O)N3CCOCC3)C(=O)N(Cc3ccc4c(c3)OCO4)C1=C[C@H](COCc1ccccc1)O[C@@H]2C | -7.5
O=C(CN(CCc1ccccc1)S(=O)(=O)c1ccccc1)N1CCOCC1 | 12.1
Cc1ccc(-c2nnc(SCC(=O)Nc3ccc(OCc4ccccc4)cc3)n2-c2ccc(Cl)cc2)cc1 | -3.3
O=C(OCC#CCSc1nnc(-c2cccc3ccccc23)o1)C1CC1 | -10.4
Cc1cccc(-c2cccc3c4c([nH]c23)[C@@H]2C[C@H](N(C)C(=O)c3ccco3)[C@H]([C@H](C)O)C(=O)N2CC4)c1 | -7.7
CCCCCCCCN1C(=O)[C@H](CC(=O)N2CCCC2)C[C@@]2(C(=O)OC)CC(C)(C)CC=C12 | -4.5
Cc1cc(F)ccc1C(=O)N1CCC(Oc2cccnc2)CC1 | 5.3
C=CCN1C(=O)[C@@H](CC(=O)NCc2cccs2)[C@]2(C(=O)OCC)CCCCC/C=C/12 | 0.0
O=S1(=O)c2ccc(Br)cc2OCCC2CCCCN21 (stereo not drawn) | 0.5
O=C(Cc1cccs1)NC1CCCCN(Cc2ccc(Cl)cc2)C1=O (stereo not drawn) | 9.4
Cc1cccc(N2CCN(C3C(=O)Nc4ccccc4-n4nnnc43)CC2)c1C (stereo not drawn) | 9.6
C/C=C/c1ccc([C@H]2[C@@H](CN(CC(C)C)S(=O)(=O)c3ccccc3[N+](=O)[O-])N(C(=O)Nc3cccc(OC)c3)[C@H]2CO)cc1 | 3.3
Cc1cccc(C)c1N1C(=O)c2ccccc2NC(=O)C1C(=O)NCCOc1ccccc1 (stereo not drawn) | 0.7
O=C(OC12CCCN(C1)/C(=C/c1ccccc1)C2)c1ccc(F)cc1 (stereo not drawn) | -4.3
Fc1cccc(F)c1Cn1ccc2ccc(-c3ccc4ccn(Cc5c(F)cccc5F)c4c3)cc21 | 5.5
COC(=O)c1ccc(-c2ccc3c(c2)[C@]2(CCC[C@@H](OCc4ccccc4)[C@@H]2NC(=O)CCc2ccccc2)C(=O)N3Cc2ccccc2)cc1 | 2.9
COc1cccc(-c2nnc(N(C)C(=O)c3ccno3)s2)c1 | -5.1
COC(=O)[C@]12C[C@H](CC(=O)NCCCCc3ccccc3)C(=O)N(Cc3ccc4c(c3)OCO4)C1=C[C@H](COCc1ccccc1)O[C@@H]2C | -6.3
O=C1C(NC(=O)N2c3ccccc3C=Cc3ccccc32)CCCCN1Cc1cccc(C(F)(F)F)c1 (stereo not drawn) | 5.7
COCc1[nH]nc2c1C(c1ccc(F)cc1)N(c1ccccc1)C2=O (stereo not drawn) | 11.2
O=C(NCCc1cccc(F)c1)c1cc2ccccn2n1 | -5.2
COc1ccc(NC(=O)c2cc(-c3sc(NC(=O)c4ccccc4)nc3C)n(Cc3ccccc3)n2)cc1 | 0.0
C[C@H]1CNCCN1c1ccc(N2CC[C@H](O)C2)c(C#N)c1 | 6.9
Cc1ccc2c(c1)C(CS(=O)(=O)NCc1ccccc1)NC2 (stereo not drawn) | -4.3
CCOc1cc(-c2ccccc2)nc2c1CN(S(=O)(=O)c1ccc(C)cc1)C(c1cccc(Cl)c1)C2 (stereo not drawn) | -2.9
COc1ccc(C(=O)N(C)[C@H]2C[C@H]3c4[nH]c5c(-c6ccccc6)cccc5c4CCN3C(=O)[C@H]2[C@H](C)O)cc1 | -2.3
COCc1cc(N2CCNC[C@H]2C)ccc1N1C[C@@H](C)O[C@@H](C)C1 | 2.3

# An excerpt; rates above refer to the full screens.
